# Cneo AK release: causes C. neoformans cell lysis. adenylate kinase release luminescence, 4 h; normalised: neutral wells 0, clomiphene wells 100. lysis activity, % at 15 µM. 0.2% of 360,000 active. AID 651654;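 active = mean lysis activity across replicates of at least 80%, whatever share of replicates individually reach that level; inactive = mean lysis activity below 80%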
#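 Material: C. neoformans cells | Amount: Yeast cell density of 5 × 10^6 cells/mL | Medium: Fresh YPD growth medium | Dosing: Single dose | Times: Static 4 h at 37 °C with compound, 1 h detection | Detection: AK luminescence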
# PGC1a acetyl inh: lowers PGC1a acetylation signal in U2OS cells | AlphaScreen anti-acetyl-lysine; with virally co-expressed GCN5 acetyltransferase | inhibition, % at 15.6 µM | 0.17% of 350,000 active;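 active = every replicate shows inhibition of at least 40%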;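 also: 0% = neutral control wells and 100% = positive control wells; some results beyond the cut were filed as inactive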
# ERAP1 HTS inh: blocks human ERAP1 aminopeptidase activity; AID 652197; inhibition, % at 10.7 µM; recombinant ERAP1, Leu-AMC fluorescence, 60 min; 0.15% of 340,000 active;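 active = mean replicate inhibition of at least 30%, or all replicates individually reaching that 30% level; inactive = mean below 30% and not every replicate reaching it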;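 also: 0% = neutral control wells and 100% = L-leucinethiol positive control wells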
# Xi reactivation: reactivates the inactive X chromosome in mouse fibroblasts; AID 743238; activation, % at 7.58 µM; XiGFP mouse fibroblasts, % GFP-positive cells imaging, 3 d; cells co-treated with 5-aza-dC sensitizer; scaled so ellipticine positive control = 100%; 0.055% of 360,000 active;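 active = mean normalized replicate activation at least 10% and every replicate at or above 10%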;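 also: 0% = median of on-plate neutral control wells and 100% = ellipticine 6 µM median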
#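 Assay system – SV40-immortalized XiGFP fibroblast cells, line 68-5-11 · Buffer or medium – DMEM supplemented with 5-aza-dC as sensitizing agent · Dosing – one concentration, pinned · Benchmarks – positive control ellipticine, 6 µM final · Times – 3 days compound exposure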
# S100A4 inh HTS: S100A4-myosin IIA interaction inhibition; P26447; S100A4/TAMRA-MyoIIA peptide fluorescence polarization; inhibition, % at 10.7 µM; 0.14% of 360,000 active;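 active = mean inhibition of at least 70% across replicates, with every replicate also reaching that level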
# Target sequence (P26447 whole entry, looked up): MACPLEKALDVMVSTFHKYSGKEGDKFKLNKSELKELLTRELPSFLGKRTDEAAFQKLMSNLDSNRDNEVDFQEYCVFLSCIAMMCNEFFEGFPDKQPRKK
#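 Assay system: human S100A4 monomer with TAMRA-labelled myosin IIA peptide / Buffer or medium: Calcium-containing HEPES buffer, pH 7.2 / Reagent: TAMRA-labelled myosin IIA heavy-chain peptide probe, 5 nM / Compound: one dose per compound / Timing: polarization read 5 min after assay mix addition, stable 5–60 min / Benchmarks: neutral control DMSO, positive control TFP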
# SIRT5 inh: blocks human SIRT5 desuccinylation of peptide; inhibition, % at 15 µM; Q9NXA8; Purified SirT5, succinyl-peptide AMC, trypsin-coupled fluorescence; 1.1% of 330,000 active; in the data active = inhibition above about 15%
# Target sequence (Q9NXA8 whole entry, looked up): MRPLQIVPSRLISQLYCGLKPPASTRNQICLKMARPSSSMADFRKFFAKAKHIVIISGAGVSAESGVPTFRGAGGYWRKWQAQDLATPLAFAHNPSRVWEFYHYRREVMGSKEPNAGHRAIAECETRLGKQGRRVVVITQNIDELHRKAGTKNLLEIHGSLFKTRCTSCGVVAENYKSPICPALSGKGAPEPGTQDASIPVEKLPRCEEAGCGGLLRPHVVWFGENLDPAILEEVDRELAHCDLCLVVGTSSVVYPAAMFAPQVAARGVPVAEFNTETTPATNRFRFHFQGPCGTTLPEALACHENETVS
# C2C12 statin: protects C2C12 myotubes from simvastatin toxicity; ATP luminescence, 48 h; scaled: DMSO 0, geranylgeraniol control 100; rescue of ATP level, % at 7.49 µM; 0.78% of 330,000 active; AID 602340;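 active = mean ATP rescue above about 67%, or every replicate alone reaching that limit, limit read from the data, passing the limit was not always enough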;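 also: myotubes were challenged with 10 µM simvastatin during compound exposure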
# LGR2 antag: blocks bursicon-induced cAMP signaling via Drosophila LGR2; HEK293 LGR2, CRE-luciferase, bursicon-stimulated, 4 h; inhibition, % at 9.99 µM; 0.35% of 380,000 active;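 active = drop in luminescence signal, shown as inhibition above about 50% in the replicate tests, limit read from the data, passing the limit was not always enough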;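 also: agonist challenge used bursicon conditioned medium at about half maximal strength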
# The depositor's hits bear a star; x = not tested or not shown. The list is partial; rates above refer to the full screens.
SMILES,Cneo AK release,PGC1a acetyl inh,ERAP1 HTS inh,Xi reactivation,S100A4 inh HTS,SIRT5 inh,C2C12 statin,LGR2 antag
COc1ccccc1C#Cc1ccc2c(c1)O[C@@H](CN(C)C(C)=O)[C@@H](C)CN([C@@H](C)CO)S2(=O)=O,2,-17,1,0.0,6,-36,-18,8
CCOC(=O)c1c(NC(=O)CSc2nnc(N)s2)sc(C)c1-c1ccc(C)cc1,0,x,2,0.2,2,-3,x,8
COc1ccc(NC(=O)N[C@@H]2CC[C@H](CCn3cc(-c4ccc(OC)cc4)nn3)O[C@H]2CO)cc1,0,10,1,-0.4,-1,-4,4,3
O=S(=O)(c1ccc(Br)s1)N1CCNCC1,2,2,x,0.2,-1,4,-7,4
COc1ccc(S(=O)(=O)N2CCN(c3ccccc3)CC2)cc1C(=O)N1CCCC1,-1,11,-1,0.0,-3,0,11,-21
COc1ccccc1-c1cnc2c(c1)C(=O)N([C@@H](C)CO)C[C@H](C)[C@@H](CN(C)Cc1cncnc1)O2,71,2,2,-1.2,11,-1,-31,4
CNC(=O)C[C@@H]1CC[C@@H]2[C@@H](COc3ccc(NC(=O)c4cccc(OC)c4)cc3C(=O)N2C)O1,0,-2,-1,0.1,3,5,1,-6
COc1cccc(Nc2nc(-c3sc(NC(=O)c4ccccc4)nc3C)cs2)c1,-2,2,-2,0.0,-5,x,-5,-36
CCCN(C)C[C@H]1Oc2cc(-c3ccccc3F)ccc2S(=O)(=O)N([C@@H](C)CO)C[C@H]1C,-2,-15,-2,0.0,9,5,-56,-9
N#Cc1cccc(C(=O)C(=O)N2CCC(c3ccccc3)CC2)c1,x,x,x,0.2,0,1,x,-9
COc1ccccc1-c1ccc([C@@H]2[C@H]3CN(S(=O)(=O)c4cn(C)cn4)CCCCN3[C@H]2CO)cc1,59,-17,-3,0.3,-3,3,1,-6
CC(C)[C@H](C)NC(=O)N(C)C[C@H]1OCc2ccccc2-c2ccccc2C(=O)N([C@@H](C)CO)C[C@@H]1C,-4,8,0,-1.4,17,2,19,-8
C[C@H]1CN([C@@H](C)CO)C(=O)c2cccc(NS(=O)(=O)c3cccs3)c2O[C@H]1CN(C)Cc1ccc(-c2ccccc2)cc1,-1,-5,3,-1.0,-13,-1,-14,-2
O=S(=O)(NCc1ccc2c(c1)OCO2)c1ccc(Cl)s1,-1,x,4,0.3,-5,-2,-1,-4
CCCNC(=O)C[C@H]1CC[C@@H]2[C@@H](COc3ccc(NC(=O)c4cscn4)cc3C(=O)N2C)O1,-1,-7,4,0.0,0,-6,-4,-23
Oc1c(N=NC(=S)Nc2ccccc2F)c2ccccc2n1Cc1ccccc1,-1,-10,0,0.3,0,12,-4,10
CCOc1ncccc1C(=O)NCC(c1ccccc1)N(C)C (stereo not drawn),2,x,3,0.0,-3,-2,-4,-22
CCC(=O)NC[C@@H]1[C@@H](c2ccc(-c3cccc(F)c3)cc2)[C@H](CO)N1C(=O)CC,-2,4,x,0.0,x,0,-7,1
C[C@@H]1CCCCO[C@H](CN(C)C(=O)Cc2ccccc2)[C@@H](C)CN([C@@H](C)CO)C(=O)c2cc(NS(C)(=O)=O)ccc2O1,2,10,-4,0.0,30,4,3,-7
CCOC(=O)CSc1nnc(-c2ccco2)n1-c1ccccc1,2,1,-3,x,-4,1,-20,-4
CCOC(=O)c1ccc(NC(=O)CSc2nc3c(c(=O)n2C)SC(C)C3)cc1 (stereo not drawn),-1,-2,5,0.4,1,3,-10,18
Cc1onc(-c2ccccc2)c1C(=O)c1c[nH]c(C(=O)NCc2ccncc2)c1,x,6,2,0.0,2,-4,x,-5
CN1CCS/C1=C\C=C1/SC(=S)N(CC(=O)O)C1=O,x,3,8,0.2,-14,8,x,1
N#C/C(=C\c1ccc(N2CCOCC2)o1)C(=O)NCC1CCCO1 (stereo not drawn),x,5,13,0.1,1,10,-6,x
CCSc1nnc(NC(=O)c2nc(S(=O)(=O)Cc3ccc(F)cc3)ncc2Cl)s1,-1,x,-2,0.7,1,0,-70,-24

# By substructure: the compounds so far with a furan ring, fused or not
SMILES,Cneo AK release,PGC1a acetyl inh,ERAP1 HTS inh,Xi reactivation,S100A4 inh HTS,SIRT5 inh,C2C12 statin,LGR2 antag
CCOC(=O)CSc1nnc(-c2ccco2)n1-c1ccccc1,2,1,-3,x,-4,1,-20,-4
N#C/C(=C\c1ccc(N2CCOCC2)o1)C(=O)NCC1CCCO1 (stereo not drawn),x,5,13,0.1,1,10,-6,x

# Following part
SMILES,Cneo AK release,PGC1a acetyl inh,ERAP1 HTS inh,Xi reactivation,S100A4 inh HTS,SIRT5 inh,C2C12 statin,LGR2 antag
C[C@H](CO)N1C[C@H](C)[C@@H](CN(C)C(=O)c2ccncc2)Oc2ncc(C3=CCCC3)cc2C1=O,-1,-6,0,0.4,-13,5,10,-2
Cc1cc(C)n(-c2ccc(S(N)(=O)=O)cc2[N+](=O)[O-])n1,-3,x,3,-0.1,-33,4,-7,-4
CCCCCCCC1(C)NC(=O)N(CC(=O)Nc2cc(C)on2)C1=O (stereo not drawn),x,5,-4,1.8,-2,0,x,2
C[C@H](CO)N1C[C@H](C)[C@@H](CN(C)C(=O)Cc2ccccc2)OCCCC[C@H](C)Oc2ccc(NS(=O)(=O)c3cccs3)cc2C1=O,0,-5,0,-0.3,5,-8,x,-1
COC(=O)C[C@@H]1CC[C@@H]2[C@@H](COc3ccc(NC(=O)Cc4cccs4)cc3C(=O)N2C)O1,-1,x,-2,0.0,-1,-3,-1,-12
CCOC(=O)C1=CCN(S(=O)(=O)c2ccc(F)cc2)C1c1ccc(C)cc1 (stereo not drawn),2,3,-6,0.0,-3,-3,-4,-1
O=C(C[C@H]1CC[C@H](NS(=O)(=O)c2cccc(F)c2)[C@H](CO)O1)N1CCCCC1,-5,1,-2,-0.4,-8,-1,-12,7
Cc1nnc(SCC(=O)N2CCc3ccccc3C2)n1-c1ccccc1,0,-6,x,x,x,x,-3,-8
COc1cccc(OCc2nc3ccccc3[nH]2)c1,-2,-4,-5,0.0,-4,-1,-13,-81
O=C(CCCN1C(=O)c2ccccc2C1=O)Nc1ccc(S(=O)(=O)N2CCCCC2)cc1,1,-13,x,x,x,x,4,-22
CNC[C@H]1OCCCC[C@@H](C)Oc2ccc(N(C)C)cc2C(=O)N([C@@H](C)CO)C[C@H]1C,9,27,1,0.0,-6,6,-13,-1
O=C(c1ccccc1)N1CC2(C1)[C@H](c1ccccc1)[C@H](CO)N2Cc1ccccn1,x,0,0,0.1,33,1,x,-12
O=C(NCc1cccs1)c1csc2ccccc12,1,3,-7,x,-3,6,3,23
O=C(N/N=C/c1ccccc1O)c1cc[n+]([O-])cc1,-3,3,7,0.0,-3,x,5,1
O=C(c1cc([N+](=O)[O-])ccc1N1CCOCC1)N1CCCCC1,x,x,10,0.6,-6,3,x,-7
O=C1O/C(=C\c2ccccc2)c2ccccc21,x,2,-3,0.2,-23,-5,6,x
CCN(CC)CCCNC(=O)c1cc2c(=O)n(CC)c3ccccc3c2s1,-3,-35,-4,0.0,-2,-13,-9,-9
O=C(NCc1cccs1)C(=O)NCC(c1ccco1)N1CCN(c2ccc(F)cc2)CC1 (stereo not drawn),-2,-14,x,0.3,-8,-2,27,7
COc1ccc(-c2nc(CS(=O)(=O)CC(=O)NCc3ccccc3OC)c(C)o2)cc1,-1,17,1,0.0,-1,-2,1,3
COc1cccc(C(=O)Nc2ccc3c(c2)C(=O)N(C)C[C@H](OC)[C@H](C)CN(C)[C@@H](C)CO3)c1,2,1,-1,-0.1,-5,4,-65,-6
CN(C[C@@H]1[C@H](c2ccccc2)[C@H](CO)N1C(=O)c1ccccc1)C(=O)C1CC1,2,8,2,0.4,-2,1,10,0
Cc1cccc(C)c1NC(=O)CN(C)C(=O)c1cc([N+](=O)[O-])ccc1N1CCOCC1,3,x,3,0.1,-1,-9,3,0
CN(C(=O)c1cccc(NC(=O)Cc2cccc([N+](=O)[O-])c2)c1)C1CCC1,-1,x,x,-0.1,3,x,-3,-3
CC1CC(C)CN(CCCNC(=O)c2ccc3nc(N4CCCCC4)sc3c2)C1 (stereo not drawn),-9,23,4,0.3,-1,x,-40,-33
COc1ccc(/C=C2\Oc3cc(OCC(N)=O)ccc3C2=O)cc1OC,-4,-2,2,0.1,-2,-1,-35,-4

# Profiles as entered above:
# Cc1cccc(C)c1NC(=O)CN(C)C(=O)c1cc([N+](=O)[O-])ccc1N1CCOCC1 across the screens: Cneo AK release: 3; PGC1a acetyl inh: x; ERAP1 HTS inh: 3; Xi reactivation: 0.1; S100A4 inh HTS: -1; SIRT5 inh: -9; C2C12 statin: 3; LGR2 antag: 0
# CN(C[C@@H]1[C@H](c2ccccc2)[C@H](CO)N1C(=O)c1ccccc1)C(=O)C1CC1 across the screens: Cneo AK release: 2; PGC1a acetyl inh: 8; ERAP1 HTS inh: 2; Xi reactivation: 0.4; S100A4 inh HTS: -2; SIRT5 inh: 1; C2C12 statin: 10; LGR2 antag: 0

# (cont.)
SMILES,Cneo AK release,PGC1a acetyl inh,ERAP1 HTS inh,Xi reactivation,S100A4 inh HTS,SIRT5 inh,C2C12 statin,LGR2 antag
O=C(CCC(=O)N(CC(=O)NC1CCCC1)C1CCCCC1)Nc1ccccn1,x,x,-6,-0.1,9,1,x,11
COCC#Cc1cnc2c(c1)C(=O)N([C@H](C)CO)C[C@@H](C)[C@H](CN(C)C(=O)c1cnccn1)O2,1,8,2,0.2,-2,5,4,6
CCN(CC)c1cccc(OCC(=O)N2c3ccccc3CC2C)c1 (stereo not drawn),-3,2,0,0.0,-11,-1,-7,-15
COc1ccccc1NS(=O)(=O)c1cc(C(=O)NCCC(C)C)ccc1F,0,-17,1,-0.2,1,-3,-10,-12
CC=Cc1ccc2n(c1=O)C[C@H]1[C@H](CO)[C@@H](C(=O)NCC(F)(F)F)N(CCC)[C@@H]21 (mixture of isomers),-6,x,-1,1.1,1,-1,-6,-3
CN1C(=O)c2cc(NS(C)(=O)=O)ccc2OC[C@@H]2O[C@@H](CC(=O)NCc3ccc(-c4ccccc4)cc3)CC[C@@H]21,-2,x,1,0.0,2,15*,16,4
OCC1OC(c2ccc(OCc3ccccc3)cc2OCc2ccccc2)C(O)C1O (stereo not drawn),-1,6,1,0.1,-2,-3,-9,7
O=C1Cc2cc(S(=O)(=O)Nc3ccc(N4CCOCC4)cc3)ccc2N1,-1,2,1,0.0,1,-2,2,-1
CN(C)/N=C/c1cn(-c2ccccc2)nc1-c1cccnc1,x,4,-1,0.1,-1,0,x,13
CCc1nc2ccc(C(=O)N3CCN(C(=O)c4ccco4)CC3)cn2c1N(C)Cc1ccc(OC)cc1,-1,3,3,-0.1,39,x,14,2
COC(=O)[C@@]12C[C@@H](CC(=O)N3CCCCC3)C(=O)N(Cc3ccc4c(c3)OCO4)C1=CCC(C)(C)C2,x,x,-3,0.0,-18,-3,x,-4
O=C1Nc2cc(C(=O)NCCCN3CCOCC3)ccc2S/C1=C/c1cccc(Cl)c1,-3,x,0,0.2,7,1,-16,-9
CCCC#Cc1ccc([C@@H]2[C@@H](C#N)N(C(=O)C3CC3)[C@@H]2CO)cc1,0,5,5,0.1,-1,1,6,2
Cc1cc(C(=O)NNC(=O)c2cccc([N+](=O)[O-])c2)n[nH]1,1,x,0,0.0,4,1,-4,3

# Printed as active in SIRT5 inh, of those listed so far:
smiles	PGC1a acetyl inh	ERAP1 HTS inh	S100A4 inh HTS	SIRT5 inh	LGR2 antag
CN1C(=O)c2cc(NS(C)(=O)=O)ccc2OC[C@@H]2O[C@@H](CC(=O)NCc3ccc(-c4ccccc4)cc3)CC[C@@H]21	x	1	2	15*	4

# Screening data as filed in PubChem.
